Assay outcomes as filed in PubChem.
MEKK3 PB1 HTS = raises or lowers MEK5 binding to the human MEKK3 PB1 domain; bead-based flow cytometry, Alexa488-MEK5 binding to MEKK3; actives lie on both sides; 0 = blocked by unlabeled MEK5, 100 = vehicle; binding response (% of control), % at 10 µM; hit rate 1.4% among 290,000; AID 1529;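 active means binding response more than 3 SD above or below the average of its plate-row segment, actives on both sides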;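 further: Alexa488 bead fluorescence after subtracting the streptavidin-only scavenger bead signal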
GPR7 antag = blocks human GPR7 receptor signaling | P48145 | GPR7-expressing cells, fluorescence antagonist assay | inhibition, % at 4.4 µM | hit rate 1.1% among 290,000 | AID 1861; in the data active means inhibition above about 16%, passing the limit was not always enough;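 further: cells stimulated with the agonist NPW; 0% = agonist with vehicle and 100% = vehicle without agonist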
Target sequence (P48145 whole entry, looked up): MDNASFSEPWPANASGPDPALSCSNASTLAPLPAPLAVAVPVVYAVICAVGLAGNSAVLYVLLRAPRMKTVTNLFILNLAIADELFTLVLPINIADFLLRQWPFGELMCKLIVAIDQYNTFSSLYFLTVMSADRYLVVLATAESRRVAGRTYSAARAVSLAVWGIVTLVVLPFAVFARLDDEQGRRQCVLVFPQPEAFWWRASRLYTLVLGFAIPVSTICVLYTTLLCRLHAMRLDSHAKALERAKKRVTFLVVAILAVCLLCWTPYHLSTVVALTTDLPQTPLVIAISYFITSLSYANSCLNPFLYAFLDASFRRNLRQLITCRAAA
MEKK2mut PB1 HTS = signal of MEK5 binding to mutant human MEKK2 PB1 domain; bead flow cytometry, Alexa488-MEK5 binding to MEKK2 mutant; hit rate 0.35% among 290,000; percent response, % at 10 µM; AID 1530; in the data active means percent response above about 24%, passing the limit was not always enough; further: inactives centre near 1; some results filed as inactive read as strong as hits; reference of the scale not given here
PHOSPHO1 inh = blocks human PHOSPHO1 phosphatase activity | recombinant PHOSPHO1, absorbance phosphatase assay | hit rate 1.1% among 290,000 | inhibition, % at 13.3 µM; in the data active means inhibition above about 60%
Target sequence (Q8TCT1 whole entry, looked up): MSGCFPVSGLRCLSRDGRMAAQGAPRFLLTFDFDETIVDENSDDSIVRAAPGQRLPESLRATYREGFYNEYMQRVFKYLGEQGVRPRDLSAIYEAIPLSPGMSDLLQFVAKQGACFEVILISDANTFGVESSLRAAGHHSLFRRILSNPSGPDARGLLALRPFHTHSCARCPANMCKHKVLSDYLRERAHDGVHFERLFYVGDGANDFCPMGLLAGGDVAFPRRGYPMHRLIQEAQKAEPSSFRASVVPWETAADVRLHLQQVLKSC
OXTR agonist = agonists of human oxytocin receptor. AID 2435. CHO-OTR cells, Fluo-8 calcium fluorescence; normalized: DMSO 0%, oxytocin 100%. hit rate 0.32% among 320,000. activation, % at 3 µM. P30559;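 active means activation above the mean of all tested compounds plus 3 SD, cutoff set per screening run, cut at about 20% in these data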;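 further: peak over basal fluorescence ratio from a 100 s FLIPR kinetic read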
Target sequence (P30559 whole entry, looked up): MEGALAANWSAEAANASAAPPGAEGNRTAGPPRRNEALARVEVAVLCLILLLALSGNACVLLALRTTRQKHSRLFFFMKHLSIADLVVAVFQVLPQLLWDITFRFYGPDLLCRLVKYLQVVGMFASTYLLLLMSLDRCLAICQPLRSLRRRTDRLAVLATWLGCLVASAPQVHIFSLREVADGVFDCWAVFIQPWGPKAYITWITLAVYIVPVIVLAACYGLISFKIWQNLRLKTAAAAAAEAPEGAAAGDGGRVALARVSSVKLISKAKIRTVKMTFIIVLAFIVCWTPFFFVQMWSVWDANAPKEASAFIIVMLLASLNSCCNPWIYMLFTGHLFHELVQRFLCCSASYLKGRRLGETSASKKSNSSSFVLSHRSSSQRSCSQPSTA
M18AAP inhibitor = blocks P. falciparum M18 aspartyl aminopeptidase. recombinant PfM18AAP, H-Glu-NHMec fluorogenic cleavage. inhibition, % at 7.35 µM. hit rate 1.2% among 290,000. AID 1822;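 active means inhibition above the campaign mean inhibition over all tested compounds plus 3 SD, cut at about 28% in these data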;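 further: 0% = plate median of test compound wells and 100% = 2 mM ZnCl2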
DNA FID counter = counter-screen for HCV NS3 helicase inhibitors: DNA intercalator displacement | hit rate 0.17% among 290,000 | DNA fluorescent intercalator displacement, fluorescence | inhibition, % at 7.9 µM; in the data active means inhibition above about 37%;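 further: 0% = vehicle and 100% = reference compound; higher means more ethidium bromide displaced from hairpin DNA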
MEKK2 WT-MEK5 = raises or lowers MEK5 binding to wildtype human MEKK2 PB1 domain; Q9Y2U5; bead flow cytometry, Alexa488-MEK5 binding to MEKK2 WT; actives lie on both sides; binding response (% of control), % at 10 µM; hit rate 1.1% among 290,000; AID 1531; in the data active means binding response below about 67% or above about 130%
NALP1 yeast inh = blocks the NALP1 inflammasome reconstituted in yeast | inhibition, % at 10 µM | hit rate 0.61% among 280,000 | S. cerevisiae NALP1/ASC/caspase-1 growth, X-gal OD620, 72 h; in the data active means inhibition mostly above about 24%, no sharp cut-off; inactive means mostly below about 32%; further: some compounds called inactive have numbers as strong as hits
Starred values were filed as active, the others as inactive; · = not tested or not shown.

Start of the data: the first four compounds as a preview:
SMILES	MEKK3 PB1 HTS	GPR7 antag	MEKK2mut PB1 HTS	PHOSPHO1 inh	OXTR agonist	M18AAP inhibitor	DNA FID counter	MEKK2 WT-MEK5	NALP1 yeast inh
Cn1c(=NC(=O)C2CC2)sc2cc(F)cc(F)c21	108	3	9	0	-3.0	5	-2	107	-11
Cc1cc(C)nc(N2CCC(C(=O)Nc3nnc(C)s3)CC2)n1	100	-10	1	-14	0.0	0	-4	101	-16
COc1ccc(C)cc1NC(=O)CCNC(=O)Cn1cnc2ccccc2c1=O	99	-5	3	28	-0.1	-2	-13	98	8
CCCCNc1nc2ccccc2n1CC(=O)Nc1ccc2c(c1)OCCO2	101	-6	-1	14	-1.8	1	9	104	·

All compounds of this part, previewed entries included:
SMILES	MEKK3 PB1 HTS	GPR7 antag	MEKK2mut PB1 HTS	PHOSPHO1 inh	OXTR agonist	M18AAP inhibitor	DNA FID counter	MEKK2 WT-MEK5	NALP1 yeast inh
Cn1c(=NC(=O)C2CC2)sc2cc(F)cc(F)c21	108	3	9	0	-3.0	5	-2	107	-11
Cc1cc(C)nc(N2CCC(C(=O)Nc3nnc(C)s3)CC2)n1	100	-10	1	-14	0.0	0	-4	101	-16
COc1ccc(C)cc1NC(=O)CCNC(=O)Cn1cnc2ccccc2c1=O	99	-5	3	28	-0.1	-2	-13	98	8
CCCCNc1nc2ccccc2n1CC(=O)Nc1ccc2c(c1)OCCO2	101	-6	-1	14	-1.8	1	9	104	·
COc1cc2c(cc1OC)CN(C(=O)Nc1ccccc1)CC2	108	-12	18	·	-1.4	0	-13	111	-18
CCOC(=O)c1cc(CC)sc1NC(=O)c1ccc(N2C(=O)CCC2=O)cc1	102	12	-3	-21	0.1	-4	0	101	22
COc1ccc(/C=N/Nc2nnc(C)n2N)cc1OC	94	-1	-9	-28	0.8	26	9	94	8
CC(=O)c1cccc(OCC(O)CNCC2COc3ccccc3O2)c1 (stereo unspecified)	85	29	-20	·	0.8	1	13	90	5
COCC(=O)NC1CCN(S(=O)(=O)c2ccc(C(=O)O)cc2)CC1	99	-1	0	-6	0.4	4	3	101	13
CCOc1ccc2nc(SC3CC(=O)N(c4ccc(OC)cc4)C3=O)sc2c1 (stereo unspecified)	85	2	-10	-85	-2.5	-14	-5	85	21
COCCCNC(=O)c1cc2c(=O)n3cccc(C)c3nc2s1	97	-15	5	23	0.1	-4	-15	106	5
Cc1ccc(NC2CCCCC2NS(=O)(=O)c2ccccc2)c(C)c1 (stereo unspecified)	100	-23	-2	-44	-3.0	-2	-14	98	30
CCN1CCN(CC(=O)N2c3ccccc3CC2C)CC1 (stereo unspecified)	104	-4	5	8	0.1	7	10	104	-4
CCOC(=O)CN1C(=O)N(CC)C(C)=C(C(=O)OC)[C@@H]1c1ccccc1	110	·	5	44	-0.5	·	·	95	-3
COc1nc(-c2ccccc2)nc(C)c1CC(=O)O	102	-8	0	-36	1.5	3	-3	99	10

The final two compounds of the part above lead into the next:
SMILES	MEKK3 PB1 HTS	GPR7 antag	MEKK2mut PB1 HTS	PHOSPHO1 inh	OXTR agonist	M18AAP inhibitor	DNA FID counter	MEKK2 WT-MEK5	NALP1 yeast inh
CCOC(=O)CN1C(=O)N(CC)C(C)=C(C(=O)OC)[C@@H]1c1ccccc1	110	·	5	44	-0.5	·	·	95	-3
COc1nc(-c2ccccc2)nc(C)c1CC(=O)O	102	-8	0	-36	1.5	3	-3	99	10
Cc1ccc(/C=N/n2nnnc2N)o1	100	-6	-4	11	1.5	14	0	94	-12
CCc1nc2scc(-c3ccc(C)cc3)c2c(=O)n1N	93	-8	-5	0	-1.8	-3	-11	95	28
Nc1ccc2oc3ncccc3c(=O)c2c1	99	7	1	-17	-0.7	3	1	101	6
Cc1ccc(-c2nc(C3CCCN(S(=O)(=O)c4ccc(C)cc4)C3)no2)cc1 (stereo unspecified)	108	-5	3	-15	0.0	-10	-4	105	-10
CCCCCc1cc(=O)[nH]c(=S)[nH]1	89	-7	11	20	0.0	7	-3	80	-5
C=CCN1C(=O)CSc2ccc(C(=O)NCc3ccc(F)cc3)cc21	101	3	2	18	-0.8	-9	-21	103	-11
Cc1cc2c(c(SCC(=O)NCc3ccccc3Cl)n1)C(=O)OC2	123	-6	0	-23	-0.4	-2	-8	111	30
O=S(=O)(N/N=C/c1ccccc1F)c1ccccc1	103	-8	-3	-16	-0.3	12	4	98	14
Cc1cccc(Nc2nc(N)nc(CC(=O)CSc3ccc(Cl)cc3)n2)c1	103	3	6	7	-0.5	6	3	92	13
COc1cc(CNCCO)ccc1OCC(=O)Nc1ccc(Br)cc1	91	4	-1	6	5.3	4	17	104	·
COc1ccccc1NS(=O)(=O)c1cc(NC(=O)c2ccncc2)ccc1N1CCCC1	99	-10	0	-18	-0.2	5	-16	102	3
NC1=NC(c2cccc(O)c2)n2c(nc3ccccc32)N1 (stereo unspecified)	104	-4	7	-14	1.6	7	5	106	0
O=C(NCCN1C(=O)C2C3C=CC(C3)C2C1=O)N1CCCCC1 (stereo unspecified)	89	-7	-4	18	0.2	-10	-1	90	15
Cn1cnnc1SCC(=O)Nc1ccc(N2CCOCC2)cc1	100	-15	-3	49	0.8	4	0	98	-43
O=C(c1ccco1)N1CCN(C(=O)c2ccccc2[N+](=O)[O-])CC1	102	0	3	8	0.4	-11	1	100	35

Reprinted from the part before: 3 compounds, then new ones.
SMILES	MEKK3 PB1 HTS	GPR7 antag	MEKK2mut PB1 HTS	PHOSPHO1 inh	OXTR agonist	M18AAP inhibitor	DNA FID counter	MEKK2 WT-MEK5	NALP1 yeast inh
O=C(NCCN1C(=O)C2C3C=CC(C3)C2C1=O)N1CCCCC1 (stereo unspecified)	89	-7	-4	18	0.2	-10	-1	90	15
Cn1cnnc1SCC(=O)Nc1ccc(N2CCOCC2)cc1	100	-15	-3	49	0.8	4	0	98	-43
O=C(c1ccco1)N1CCN(C(=O)c2ccccc2[N+](=O)[O-])CC1	102	0	3	8	0.4	-11	1	100	35
CCOC(=O)N1CC=C2C(C#N)=C(N)C(C#N)(C#N)[C@H](c3ccc(OC(C)C)c(OCC)c3)[C@H]2C1	99	-4	0	-51	-2.8	5	-21	98	-4
COc1cccc(NC(=O)CSc2nc(N)cc(N)n2)c1	100	-4	-3	-14	-0.5	-1	-4	98	17
N#C/C(=C\c1cccs1)C(=O)Nc1ccccn1	104	-6	2	-2	0.2	-1	-6	103	1
CCOC(=O)CSc1nc(N)c(C#N)c(CC(C)C)c1C#N	100	-8	1	21	1.1	1	0	102	10
CCC(C)(c1ccc(C(=O)OC)s1)c1ccc(C(=O)OC)s1	101	7	-2	18	0.6	-6	-15	104	18
CC(C)C[C@H](NC(=O)N1CC(=O)Nc2ccccc21)C(=O)N[C@H](Cc1c[nH]c2ccccc12)C(=O)O	101	-2	3	-2	0.2	4	-30	101	14
CC(C)OCCCNC(=O)CN1C(=O)c2cccc3cccc1c23	89	-14	0	19	1.3	1	-22	93	1
c1ccc(-c2cnn3c(-c4ccccc4)c(-c4ccccc4)nc3n2)cc1	96	8	-5	1	·	-6	-2	92	21
CCCCC(=O)Nc1nnc(S(=O)(=O)N2CCCCCC2)s1	97	5	5	53	-0.3	3	-12	97	16
CN(C)/C=N/NC(=O)C1Cc2c(ccc3ccccc23)O1 (stereo unspecified)	100	3	-1	·	1.2	6	-8	100	2
c1ccc2c(c1)CSc1sccc1C2=C1CCNCC1	93	25*	-2	-7	-1.6	0	8	102	27
COc1ccc(S(=O)(=O)N2CCCN(S(=O)(=O)c3ccc(OC)cc3C)CC2)c(C)c1	99	4	-6	22	2.6	-2	-3	97	·
O=C(Nc1ccc(Cl)c(C(F)(F)F)c1)NC1CC2CCCC(C1)N2Cc1ccccc1 (stereo unspecified)	106	27*	7	-14	16	-4	18	215*	11
CCCc1ccc(OCC(O)CN2CCN(C(=O)OCC)CC2)cc1 (stereo unspecified)	110	-1	8	39	-1.0	-12	-16	103	13
O=c1c2c(-c3ccc([N+](=O)[O-])cc3)csc2nc2n1CCC2	94	-5	-4	-16	-1.9	5	2	114	32

Printed as active in GPR7 antag, of those listed so far:
Compound | MEKK3 PB1 HTS | GPR7 antag | MEKK2mut PB1 HTS | PHOSPHO1 inh | M18AAP inhibitor | MEKK2 WT-MEK5 | NALP1 yeast inh
c1ccc2c(c1)CSc1sccc1C2=C1CCNCC1 | 93 | 25* | -2 | -7 | 0 | 102 | 27
O=C(Nc1ccc(Cl)c(C(F)(F)F)c1)NC1CC2CCCC(C1)N2Cc1ccccc1 (stereo unspecified) | 106 | 27* | 7 | -14 | -4 | 215* | 11

Continued:
SMILES	MEKK3 PB1 HTS	GPR7 antag	MEKK2mut PB1 HTS	PHOSPHO1 inh	OXTR agonist	M18AAP inhibitor	DNA FID counter	MEKK2 WT-MEK5	NALP1 yeast inh
Cc1cc(=O)n(CC(=O)NC2CC2)c2c1c(C)nn2-c1ccccc1	94	-6	-10	16	-0.7	-3	-5	90	22
CCN(CC)c1ccc2c(C)c(Cl)c(=O)oc2c1	101	-1	-2	53	-3.1	2	-10	100	-14
Cc1cc(C)cc(NC(=O)C2C3C=CC4(O3)C2C(=O)N(CCCN2CCCC2)C4C(=O)NC2CCCC(C)C2C)c1 (stereo unspecified)	104	27*	-4	6	-1.2	13	26	105	5
CCC[n+]1c(C)sc2c(OC)ccc(OC)c21	111	4	-1	-7	-0.3	28*	-33	105	9
OC(COC(c1ccc(F)cc1)c1ccc(F)cc1)CN1CCc2ccccc2C1 (stereo unspecified)	136*	-3	1	-11	-0.7	2	26	112	38
CCc1ccc2c(c1)/C(=C/C(=O)c1cccs1)C(=O)N2	89	16	-11	4	0.1	27	7	90	-8
COC(=O)CCSCc1cn2cc(Cl)ccc2n1	107	7	4	18	-1.1	2	3	106	31
CC(=O)Nc1ccc(NC(=O)COC(=O)C2(c3ccc(Cl)cc3)CCCC2)cc1	94	2	-4	-5	20*	1	-18	94	23
O=C(Nc1cc(S(=O)(=O)N2CCOCC2)ccc1N1CCCC1)c1ccc2c(c1)S(=O)(=O)c1ccccc1C2=O	100	-7	-2	43	-0.9	-2	0	95	8
O=C(Cc1ccccc1)NCC(=O)N1CCC2(CC1)NCCc1[nH]cnc12	106	-7	11	13	0.4	-6	1	108	-3
Cc1ccsc1C(=O)Nc1ccc(O)c(-c2nc3ccccc3s2)c1	98	-12	-10	38	-1.3	-3	4	92	2
C#CCOCCOCCOCCNc1nc(N2CCN(C(=O)C([C@@H](C)CC)n3cc(C(N)CO)nn3)CC2)nc(N2CCN(C(=O)[C@H](CCC(=O)O)n3cc(C(N)Cc4ccc(O)cc4)nn3)CC2)n1 (stereo partly specified)	82	·	3	22	·	·	·	88	-4
O=C(CSc1nc2ccccc2s1)Nn1cnnc1	103	-6	5	-18	0.4	69*	0	99	24*
CC(C)(C)C1CCc2c(sc3nc(SCC(=O)O)nc(N)c23)C1 (stereo unspecified)	110	-12	6	20	0.5	3	-17	111	-95
CCN(CC)C(=O)C1CCCN(Cc2sccc2C)C1 (stereo unspecified)	98	-3	0	10	0.1	7	4	96	0
CN1CCN(S(=O)(=O)c2ccc(Br)c3nsnc23)CC1	100	-5	-2	-2	0.3	2	4	98	51
CCCCN1C2CCCC1CC(NC(=O)c1cccc(Cl)c1)C2 (stereo unspecified)	100	7	2	-13	1.1	5	5	106	16

Rows are unselected, and some 6.2% of all compounds hit somewhere here.
